Glioma ERSR ind – induces the endoplasmic reticulum stress response in human glioma cells | U87-MG GRP78 promoter luciferase reporter, 16 h | Potency, µM, for inactives: at the top dose activation, actives largely listed as activators | 420,000 compounds, 0.02% hits; further: potency means the concentration at half of the fitted maximal effect; series mostly up to about 76 µM; % of control where 0% means no effect; nearly all actives have a fitted effect of over 35% in size
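Stably transfected U87-MG human glioma cells carrying a GRP78-based luminescent sensor were seeded at 1000 cells/well, pin-dosed with compounds and incubated 16 h. Luciferase reagent was then added, and end-point luminescence was read after 10 min at room temperature.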
Vif-APOBEC3F blk – Vif-A3F binding inhibition | HeLa A3F-eYFP + Vif (tagged APOBEC3F with the HIV-1 protein that degrades it), YFP fluorescence increase | Potency, µM (series often up to 46.1 µM), without a hit: top-dose activity, negative = active | 390,000 compounds, 0.2% hits | AID 602313; further: potency means the concentration at half of the fitted maximal effect; % of control where 0% means no effect; nearly all actives have a fitted effect of over 65% in size
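Fluorescence increase (Ex 488/Em 500-530) after overnight compound treatment at 37 deg C flags inhibition of Vif-driven A3F-eYFP loss in stable HeLa A3F-eYFP/Vif cells seeded overnight beforehand.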
12-LOX inh – ALOX12 (human) lipoxygenase inhibition; P18054; purified 12hLO, xylenol orange hydroperoxide absorbance; Potency, µM (doses to about 108 µM), inactives show top-dose activity change, negative = inhibition, usual class: inhibitors; 580,000 compounds, 1.1% hits; AID 1671190; further: potency means the concentration at half of the fitted maximal effect; on the % scale 0 is the no-effect control and ±100 the full control effect
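Purified human 12hLO at 150 nM in 25 mM Hepes, 0.01% Triton X-100, pH 7.0, preincubated 15 min at room temperature with compound. Reaction started with 40 uM arachidonic acid, 30 min at room temperature. Hydroperoxide measured by Fe-xylenol orange, 573/405 nm absorbance ratio.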
Vif-APOBEC3G blk – Vif-A3G binding inhibition | Q9HC16 | HeLa A3G-eYFP + Vif (tagged APOBEC3G with the HIV-1 protein that degrades it), YFP fluorescence, overnight | Potency, µM (series often up to 46.1 µM), without a hit: at the top dose activity, negative = active, usual class: inhibitors | 410,000 compounds, 0.076% hits | AID 602310;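 further: potency means the concentration at half of the fitted maximal effect; on the % scale 0 is the no-effect control and ±100 the full control effect; nearly all actives have a fitted effect of over 60% in size; hits raise eYFP signal because A3G escapes Vif-driven loss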
Target sequence (Q9HC16 whole entry, looked up): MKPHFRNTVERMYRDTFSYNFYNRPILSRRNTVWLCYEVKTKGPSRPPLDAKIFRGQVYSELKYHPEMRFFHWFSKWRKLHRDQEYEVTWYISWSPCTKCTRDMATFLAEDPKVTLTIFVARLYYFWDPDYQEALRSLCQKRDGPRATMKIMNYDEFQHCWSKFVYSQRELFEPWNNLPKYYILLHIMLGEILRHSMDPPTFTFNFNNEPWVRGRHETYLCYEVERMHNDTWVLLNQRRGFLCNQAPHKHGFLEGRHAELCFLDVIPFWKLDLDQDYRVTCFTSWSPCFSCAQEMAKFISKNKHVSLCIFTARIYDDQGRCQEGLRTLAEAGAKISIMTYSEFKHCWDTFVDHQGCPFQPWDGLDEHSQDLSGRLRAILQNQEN
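Read-out is eYFP fluorescence (Ex 488/Em 500-530) from Vif-expressing HeLa A3G-eYFP cells; more signal means A3G escaped Vif-mediated degradation. Cells plated overnight, compound pinned in, incubated overnight at 37 deg C.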
D2 agonist – agonists of human D2 dopamine receptor | P14416 | activation, % at 2 µM | 340,000 compounds, 0.53% hits | HEK293 T-REx D2 cells, calcium flux agonist mode;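 active means activation over 3 SD above normal in the single-dose calcium agonist read, cut at about 30% in these data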; further: 0% is about no effect
Target sequence (P14416 whole entry, looked up): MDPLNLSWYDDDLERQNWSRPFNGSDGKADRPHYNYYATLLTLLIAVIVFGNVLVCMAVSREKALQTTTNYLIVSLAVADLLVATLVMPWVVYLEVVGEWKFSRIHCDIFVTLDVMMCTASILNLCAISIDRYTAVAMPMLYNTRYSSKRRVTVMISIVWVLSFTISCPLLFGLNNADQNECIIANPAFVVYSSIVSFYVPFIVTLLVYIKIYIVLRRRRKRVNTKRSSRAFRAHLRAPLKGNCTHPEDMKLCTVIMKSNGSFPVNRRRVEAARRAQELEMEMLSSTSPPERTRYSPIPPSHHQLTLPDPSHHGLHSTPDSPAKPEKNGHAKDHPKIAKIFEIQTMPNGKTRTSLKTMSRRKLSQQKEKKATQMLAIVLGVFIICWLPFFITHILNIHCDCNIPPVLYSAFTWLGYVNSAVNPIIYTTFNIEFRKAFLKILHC
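Calcium-flux readout, 1 cycle/sec over 180 s following compound pin transfer, in inducible HEK293 Trex D2 cells (force-coupled); dopamine controls included. Positive calcium responses during this window marked compounds as potential agonists.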
RGS4 inhibitor – blocks human RGS4-accelerated GTP hydrolysis; Potency, µM (series often up to 114 µM), without a hit: at the highest dose activity change, negative = inhibition, most hits filed as inhibitors; Transcreener GDP fluorescence polarization, RGS4-accelerated GTP hydrolysis; P49798; 390,000 compounds, 0.039% hits; further: potency means the concentration at half of the fitted maximal effect; on the % scale 0 is the no-effect control and ±100 the full control effect; nearly all actives have a fitted effect of over 75% in size; some results filed as inactive show a strong effect at the top dose
Target sequence (P49798 whole entry, looked up): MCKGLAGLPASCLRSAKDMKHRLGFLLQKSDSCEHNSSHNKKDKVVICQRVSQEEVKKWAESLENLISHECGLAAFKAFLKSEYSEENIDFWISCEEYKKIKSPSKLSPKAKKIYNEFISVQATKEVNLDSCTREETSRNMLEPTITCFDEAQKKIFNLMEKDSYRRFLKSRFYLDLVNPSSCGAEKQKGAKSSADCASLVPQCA
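MLSMR compounds (23 nl, pin-transferred) preincubated 10 min at room temperature with a 500nM (2x) first reagent, then RGS4 at 900nM (2x) plus Transcreener GDP mix added; fluorescence polarization (620/688 nm) read before and after 90 min at 30 °C.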
LDHA block – LDHA (human) enzyme inhibition. purified LDHA, NADH/diaphorase-resazurin fluorescence; active compounds read low. activity change, % (values are at about 110 or 230 µM). AID 1347041. 480,000 compounds, 0.15% hits. P00338; in the data active means activity change below about -30%; inconclusive means mostly about -25% to -30%;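 further: plate controls were DMSO wells for no effect and wells without enzyme for full effect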
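Enzyme activity of human lactate dehydrogenase 5 (2 nM; 0.06 mM NADH, 0.2 mM pyruvate, 5 min, RT) is measured via a resazurin/diaphorase fluorescence readout of residual NADH.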
D2 antag – D2 dopamine receptor (human) antagonism; 340,000 compounds, 2% hits; P14416; HEK293 TREx D2 cells, calcium flux, dopamine EC80; AID 485344; inhibition, % at 10 µM; in the data active means inhibition above about 30%; further: 0% is about no effect
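Compounds are added to dye-loaded, induced HEK293 T-REx cells coupled to calcium release via D2; after a 3 min kinetic read an EC80 dopamine stimulus is given and fluorescence is recorded for 3 more min.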
ERG Ets-DNA blk – inhibitors of human ERG Ets domain-DNA interaction. P11308. fluorescence polarization, His-ERG Ets domain / labelled DNA. Potency, µM (top dose mostly 76.9 µM), without a hit: at the top dose FP activity, negative = inhibition, usual class: inhibitors. 370,000 compounds, 0.028% hits; active means well fitted inhibition curve with a large enough effect in the polarisation, with a control signal flat; inconclusive means small, poorly fitted or top-dose-only effect, or effect the other way, or a change in a side signal; inactive means no such curve, though single readings can be large or run the other way; the % refers to the polarisation;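 further: polarization taken with two DNA probes labelled with fluorescein and Texas red; potency means the concentration at half of the fitted maximal effect; % of control where 0% means no effect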
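His-tagged ERG Ets domain (1 uM in the protein solution; 300mM KCl, 50mM Tris-HCl, 1mM EDTA, 1mM DTT, pH 7.5) received compound, then a probe mix of 5 nM fluorescein-DNA and 100nM Texas-615-DNA. Fluorescence polarization was read for both dyes.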
An asterisk follows results filed as active; u = inconclusive; x = not tested or not shown; & = joins results of further samples; [ ] = dose if it differs, or a comment. Unless noted, the call rests on the fitted dose curve; in most records, active means well fitted curve in the direction sought with a large enough effect; inconclusive means small, poorly fitted or top-dose-only effect, or another doubt; inactive means no such curve, though single readings can be large; an effect the other way counts as inactive or inconclusive.

SMILES	Glioma ERSR ind	Vif-APOBEC3F blk	12-LOX inh	Vif-APOBEC3G blk	D2 agonist	RGS4 inhibitor	LDHA block	D2 antag	ERG Ets-DNA blk
CCOc1ccc(C(C(=O)NCC2CCCO2)N(C(=O)c2snc(C(N)=O)c2N)c2ccc3c(c2)OCCO3)cc1 (stereo not given)	1%	-12%	1%	-4%	-2.7	-18%	-4	16	1%
Cn1c(NC(=O)c2ccc(S(=O)(=O)N3CCCCC3)cc2)cc(=O)n(C)c1=O	-1%	-8%	15%	2%	3.0	9%	-2	-4	6%
O=C(Cc1ccc(Cl)cc1)Nc1ccc(Br)cc1	2%	3%	u	1%	-0.4	21%	-8	44*	2%
COC(=O)c1ccc(C(=O)OC)c(NC2=NS(=O)(=O)c3ccccc32)c1	-6%	0%	-7%	0%	0.0	-34%	-4	-12	2%
N#CCN=C(c1ccccc1)c1ccccc1	-4%	2%	4%	-3%	-0.1	0%	-3	20	1%
CCC(C)(C)NC(=O)C(c1cccn1C)N(Cc1ccc(OC)cc1)C(=O)Cn1nnc2ccccc21 (stereo not given)	-18%	-9%	0%	-4%	0.7	-25%	-5	30*	-8%
CC(=O)c1cccc(NC(=O)c2c(F)c(F)c(F)c(F)c2F)c1	-7%	-10%	4%	-15%	x	3%	-5	x	8%
CCOC(=O)c1c(S(=O)(=O)N2CCN(c3ccc(F)cc3)CC2)c(C)n(C)c1C	-5%	2%	-20%	-3%	0.2	-19%	0	5	-7%
Cc1cc(C)cc(NC(=S)Nc2cccc3ccccc23)c1	-1%	-25%	u	-5%	x	u	5	x	5%
CCOc1ccc(CN(C)CC(=O)c2c(N)n(Cc3ccccc3)c(=O)n(CC)c2=O)cc1OC	0%	1%	0%	-4%	0.0	6%	4	12	6%
O=S(=O)(c1cccc(C(F)(F)F)c1)N1CCN(C(=S)NCc2ccco2)CC1	-1%	4%	-7%	0%	0.3	-6%	-5	-14	-5%
Cc1c(NC(=O)CC2CC(C)OC2=O)c(=O)n(-c2ccccc2)n1C (stereo not given)	-5%	-1%	-6%	2%	x	-33%	0	x	9%
COc1ccc(S(=O)(=O)NCC(=O)N(CC(=O)NC(C)(C)C)Cc2cccs2)cc1	-3%	13%	-6%	1%	0.1	2%	0	-17	11%
O=C(NCC1CCCO1)C1CCCN(S(=O)(=O)c2ccc(F)cc2)C1 (stereo not given)	-4%	-13%	0%	-4%	0.0	16%	-9	14	3%
O=C(NC(=O)c1c(F)cccc1F)Nc1cccc(Oc2ncc(Cl)cn2)c1	-4%	2%	-1%	-13%	x	-16%	-2	x	x
CCOc1cc(/C=C/c2cccc[n+]2C)ccc1O	2%	7%	84%[activator]	0%	1.4	15%	0	-5	6%
COc1ccccc1NC(=S)N1CCN(c2ccccc2F)CC1	-1%	0%	-18%	-3%	7.1	-7%	-3	-2	-3%
Brc1cccc(CNCCCN2CCOCC2)c1	-4%	1%	-8%	7%	0.9	-10%[11.4 µM]	-1	-3	-11%
CCCCCCCCCCCCOC(=O)C[N+](C)(C)C	0%	1%	u	0%	0.1	8%	2&-2	-1	8%
Cc1ccc(C(=O)Nc2ccccc2N2CCCCC2)cc1[N+](=O)[O-]	-3%	-3%	-17%	-2%	3.6	15%	-7	-10	6%
CCOC(=O)CC1C(=O)NCCN1C(=O)c1cccc(OC)c1 (stereo not given)	-3%	-5%	u	0%	x	20%	-3	x	2%
CC(=O)Nc1ccc(Nc2cc(C(C)C)nc3c(-c4ccccc4)c(C)nn23)cc1	-12%	-3%	145%[activator]	-6%	1.5	2%	5	14	16%
CCCCN(C(=O)NC(=O)Nc1cc(C)ccc1C)S(C)(=O)=O	-4%	4%	6%	-2%	1.5	10%	-13	-5	x
CCOc1ccc(NC(=O)CN2C(=O)C(c3ccccc3)=NC23CCCCCC3)cc1	x	x	-16%	x	-1.0	4%	2	x	0%
CCCNC(=O)C(Cc1ccccc1)NC(=O)c1ccccn1 (stereo not given)	-4%	2%	8%	-1%	0.8	8%	2	-12	5%
CCC(C)Nc1nc(N)c([N+](=O)[O-])c(Nc2ccccc2OC)n1 (stereo not given)	-5%	6%	0%	-8%	-0.1	-8%	4	2	6%
Oc1ccccc1C1=NN(c2ccccc2)C(c2ccc(F)cc2)C1 (stereo not given)	-4%	u	0%	-1%	-0.4	-2%	0	-12	-13%
Cc1csc(/C(C#N)=N/O)n1	-4%	-1%	15%	1%	0.8	-5%	-9	13	-6%
CC1Cc2cc(S(=O)(=O)N(C)c3ccc(Br)cc3)ccc2N1C(=O)C1CC1 (stereo not given)	-2%	-17%	-16%	6%	1.2	-4%	3	x	-5%
COc1ccccc1NC(=O)c1c(C)cc(C)nc1SCC(=O)Nc1ccc(C)c(C)c1	-3%	10%	1%	2%	x	-27%	-17	x	-8%
CC(=O)NCCC(=O)Nc1cc(S(=O)(=O)N2CCOCC2)ccc1N1CCOCC1	-4%	-2%	-4%	0%	0.5	-8%	-3	-24	14%
COc1ccc(CCNC(=O)c2c(N)no[n+]2[O-])cc1OC	-3%	-1%	8%	0%	3.1	15%	-7	8	6%
Cc1onc(-c2ccccc2)c1NC(=O)Nc1ccc(OC(F)F)cc1	-4%	3%	u	-3%	-1.5	10%	-2	-4	3%
CCN1C(=O)CC(C(=O)NCCc2ccc(S(N)(=O)=O)cc2)SC1=Nc1ccc(OC)cc1 (stereo not given)	-5%	-5%	2%	4%	0.4	-1%	-6	7	7%
O=C(NC(c1ccc(Cl)cc1)c1cccnc1)C1CCN(CCOc2ccc(Cl)cc2Cl)CC1 (stereo not given)	-7%	x	u	6%	x	x	-1	x	x
CCCCN(CC)C(=O)CSc1nc2c(sc3ccccc32)c(=O)n1CCc1ccccc1	2%	-1%	0%	2%	-1.0	37%	-3	x	-6%
CC(C)C(NC(=O)c1ccco1)C(=O)OCC(=O)N1CC(=O)Nc2ccccc21 (stereo not given)	-3%	4%	u	-1%	0.4	-6%	-1	2	-2%
S=c1[nH]c2ccc(Cl)cc2[nH]1	-5%	x	u	-11%	3.7	-52%	-8	-7	0%
O=C(/C=C/c1ccc(-c2ccccc2[N+](=O)[O-])o1)c1ccccc1	11%	-7%	-9%	-13%	-2.2	-18%	17	-3	9%
O=C(Nc1ccc(N2CCOCC2)cc1N1CCOCC1)c1ccc(Br)cc1	-5%	6%	-7%	0%	0.0	2%	-13	-14	1%
CCCOc1ccc(Oc2nc(NC)nc(N3CCOCC3)n2)nn1	0%	-1%	-21%	6%	0.3	50%	-6	x	4%
CCC(CC)C(=O)Nc1cc(-c2cccc(C)c2)nn1-c1ccccc1	6%	0%	-31%	2%	-1.2	6%	1	x	-5%
COc1ccc(C(=O)N/C(=C\c2cn(S(=O)(=O)N(C)C)c3ccccc23)C(=O)N2CCN(C)CC2)cc1OC	-4%	-5%	-15%	-3%	x	x	-3	x	x
COc1ccc(C(CCN2CCN(c3ccccc3)CC2)c2c(O)cc(OC)cc2OC)cc1 (stereo not given)	6%&-5%	2%	-15%	1%&-1%	0.9	-2%&0%	1	80*	8%
CCCCNc1nc2c(c(=O)n(C)c(=O)n2C)n1Cc1cccc(OC)c1	8%	-2%	0%	2%	-0.7	9%	-11	0	0%
O=C(NCc1ccccc1)c1nc2c(nnn2Cc2cccc(Cl)c2)c(=O)[nH]1	0%	-11%	-13%	1%	1.4	5%	-1	-14	x
Clc1ccccc1CN1CCN(CCCc2ccccc2)CC1	-5%	2%	-36%	-5%	0.1	-4%	u	65*	-6%
Cc1ccc(Cn2c(N/N=C/c3ccncc3)nc3c2c(=O)n(C)c(=O)n3C)cc1	-3%	-12%	0%	0%	x	-19%	0	x	3%
O=C(Nc1ccc(F)cc1)N(Cc1nnc2n1CCCCC2)c1ccccc1	-4%	3%	-8%	-7%	0.7	-4%	-4	4	-3%
O=C(CCSc1nc(-c2ccco2)cc(C(F)(F)F)n1)NCc1cccs1	3%	0%	u	-3%	0.4	-13%	-1	8	-8%
CCNc1ccc(S(=O)(=O)N2CCOCC2)cc1NCC(=O)Nc1cccc(Br)c1	-4%	8%	-28%	-13%	x	x	-1	x	x
COc1ccccc1-c1nnc(NC(=O)c2ccc(S(=O)(=O)N(C)Cc3ccccc3)cc2)o1	-9%	0%	x	-20%	-1.1	-47%	-1	-4	-11%
CCC1=Nc2ccccc2-c2nnc(SC)nc2O1	0%	-15%	8%	0%	1.1	-3%	-6	-17	-10%
O=C(Cc1ccccc1[N+](=O)[O-])NC1CC1	-6%	1%	-8%	1%	1.2	-1%	-2	-10	0%
CN1C(=O)C(CC(=O)NCC2CCCCC2)SC1=Nc1ccccc1 (stereo not given)	3%	-11%	24%	-6%	-0.8	23%	-3	-2	8%
Cc1ccc(CCNC(=O)c2ccc3c(c2)nc2n3CCOC2)cc1	-2%	-5%	0%	-1%	0.6	15%	-2	x	2%
COc1ccc(C)cc1S(=O)(=O)N1CC(C)OC(C)C1 (stereo not given)	-5%	-16%	-24%	2%	0.6	14%	-7	1	15%

From PubChem

Only part of the results is shown. The share of hits here may be higher or lower than overall.
